# High-throughput results: PubChem BioAssay, National Center for Advancing Translational Sciences (NCATS)
# Tau fibril FP – inhibitors of human tau fibril formation; K18 P301L tau heparin fibrillization, Alexa594 FP, 6 h; Potency, µM (titrated, usually from 57.7 µM), inactives show at the highest dose activity, negative = inhibition, most hits filed as inhibitors; 280,000 compounds, 0.39% hits; AID 1468; further: on the % scale 0 is the no-effect control and ±100 the full control effect; nearly all actives have a fitted effect of over 55% in size
# Target sequence (P10636 561-689 P618L limits assumed): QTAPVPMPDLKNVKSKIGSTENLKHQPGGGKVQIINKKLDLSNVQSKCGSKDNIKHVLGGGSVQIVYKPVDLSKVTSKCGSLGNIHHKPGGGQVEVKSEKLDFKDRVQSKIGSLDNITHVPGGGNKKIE
#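 Human K18 P301L fragment (15 uM unlabeled plus 0.24 uM Alexa 594-labeled) in 100 mM sodium acetate pH 7 with compound, aggregation induced by 20 uM heparin for 6 hr at 37 C. ThT (30 uM) added for 1 hr, then Alexa 594 FP read.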
# aGlu spleen mod – lysosomal alpha-glucosidase (human) modulation; P10253; human spleen homogenate, 4-MU-alpha-glucoside fluorescence; Potency, µM (highest dose often 79.9 µM), for the others: top-dose activity change, negative = inhibition, most hits filed as inhibitors; 240,000 compounds, 0.006% hits; AID 2112;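 further: 0% = enzyme with vehicle and -100% = no enzyme basal signal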
#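 AC50 values come from Hill-equation fits of concentration-response data, normalized to no-enzyme and full-activity controls. Enzyme source: 1 ug human spleen homogenate; 1 mM fluorogenic 4-MU glucoside, pH 5.0 citrate buffer, 37 C, 40 min.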
# HTT ATP protect – cytoprotection in Huntington HTT-Q103 PC12 cell model. Potency, µM (highest dose often 56.4 µM), without a hit: cytoprotection (ATP increase), usual class: activators. 230,000 compounds, 0.14% hits. PC12 HTT-Q103 induced, cytoprotection, ATP luminescence, 40 h;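 further: % of control where 0% means no effect; nearly all actives have a fitted effect of over 45% in size; toxic huntingtin expression switched on by the ecdysone agonist tebufenozide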
#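 PC12 cells stably carrying ecdysone-inducible Htt exon 1 (Q103)–GFP were induced with 100 nM tebufenozide (final) alongside library compounds in a dose series. Cytoprotection was scored as retained ATP by ATPlite luminescence.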
# GAA glycogen – alters human alpha-glucosidase cleavage of glycogen. P10253. recombinant GAA, glycogen substrate, Amplex Red glucose oxidase fluorescence. Potency, µM (highest dose often 76.4 µM), inactives show top-dose activity change, negative = inhibition, most hits filed as inhibitors. 300,000 compounds, 0.38% hits. AID 2100;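 further: 0% = full enzyme reaction and -100% = no-enzyme basal signal; the screen sought inhibitors and activators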
#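 Recombinant human enzyme (4 nM); glycogen substrate; 37 C, 40 min, pH 5.0. Readout: coupled glucose oxidase/Amplex Red fluorescence.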
# aGal spleen mod – inhibits or activates alpha-galactosidase in human spleen homogenate | P06280 | Potency, µM (doses to about 80 µM), inactives show at the highest dose activity change, negative = inhibition, hits mostly inhibitors | 240,000 compounds, 0.008% hits | human spleen homogenate, 4MU-alpha-Gal fluorescence, 40 min;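 further: 0% = enzyme with vehicle and -100% = no enzyme basal signal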
# Target sequence (P06280 32-429 limits assumed): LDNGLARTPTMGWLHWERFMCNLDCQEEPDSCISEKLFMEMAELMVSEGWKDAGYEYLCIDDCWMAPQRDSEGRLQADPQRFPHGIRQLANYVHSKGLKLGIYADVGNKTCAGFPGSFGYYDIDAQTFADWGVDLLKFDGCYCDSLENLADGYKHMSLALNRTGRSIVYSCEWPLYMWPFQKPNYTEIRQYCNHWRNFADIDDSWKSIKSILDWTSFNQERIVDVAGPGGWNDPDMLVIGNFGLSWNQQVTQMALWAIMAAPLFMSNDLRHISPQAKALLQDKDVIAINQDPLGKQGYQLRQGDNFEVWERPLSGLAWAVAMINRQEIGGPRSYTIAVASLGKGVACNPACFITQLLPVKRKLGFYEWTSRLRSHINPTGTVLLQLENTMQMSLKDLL
#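 Human spleen homogenate (1 ug) was the enzyme source, with 4-methylumbelliferyl-alpha-D-galactopyranoside (1 mM final) in pH 5.0 citrate buffer with 0.01% Tween-20. Compounds were titrated; after 40 min at 37C, NaOH/glycine stop, 4-MU fluorescence read; AC50 from Hill fits.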
# Tau ThT inhib – inhibitors of human tau fibril formation, thioflavin T binding; P10636; recombinant tau K18 P301L, heparin-induced fibrillization, ThT fluorescence; Potency, µM (titrated, usually from 57.4 µM), inactives show at the highest dose activity, negative = inhibition, usual class: inhibitors; 270,000 compounds, 2.1% hits; further: on the % scale 0 is the no-effect control and ±100 the full control effect; nearly all actives have a fitted effect of over 55% in size
#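 ThT emission at 510 nm, taken 1 hr after adding 30 uM dye, quantifies aggregates formed when 20 uM heparin acts on human tau K18 P301L for 6 hr at 37 C.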
# GAA inhib – blocks human lysosomal alpha-glucosidase. purified human GAA, 4-MU-alpha-glucoside fluorescence. Potency, µM (series often up to 76.9 µM), for the others: at the top dose activity change, negative = inhibition, actives largely listed as inhibitors. 200,000 compounds, 0.005% hits. AID 1466;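 further: plate controls were uninhibited enzyme wells for no effect and no-enzyme background for full effect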
#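 Enzyme (4 nM final) mixed with compound (up to 77 uM), then 4-MU-alpha-D-pyranoside (400 uM final) added; 20 min at room temperature, pH 5.0. Reaction stopped at pH 10, fluorescence read, AC50 derived by Hill fit.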
# Tau fluor counter – counter-screen for tau fibril formation inhibitors | 280,000 compounds, 0.93% hits | AID 1463 | Potency, µM (top dose mostly 57.7 µM), inactives show at the top dose activity change, negative = decrease | tau K18 P301L (four-repeat tau fragment) Alexa594 fluorescence, heparin fibrillization; further: on the % scale 0 is the no-effect control and ±100 the full control effect; nearly all actives have a fitted effect of over 55% in size
#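 Human K18 P301L tau (15 uM unlabeled plus 0.24 uM Alexa 594-labeled, final) in 100 mM sodium acetate pH 7 was mixed with compound and 20 uM heparin and incubated 6 hr at 37 C.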
# An asterisk follows results filed as active; ? = inconclusive; . = not tested or not shown; [ ] = dose if it differs, or a comment. The call rests on the fitted dose curve; in most records, active means well fitted curve in the direction sought with a large enough effect; inconclusive means small, poorly fitted or top-dose-only effect, or another doubt; inactive means no such curve, though single readings can be large; an effect the other way counts as inactive or inconclusive. Potency means the concentration at half of the fitted maximal effect.
(1) CC1Cc2ccccc2N1c1nc(C2CC2)nc2c1nnn2Cc1ccccc1 (stereo not drawn)
(2) O=C(Nc1sc2c(c1C(=O)NCc1ccccc1)CCCC2)c1cc(=O)c2ccccc2o1
(3) CS(=O)(=O)Nc1ccccc1C(=O)NCc1ccccc1Cl
(4) CCOC(=O)Cc1csc(NC(=S)NC(=O)c2cc(OC)c(OC)c(OC)c2)n1
(5) O=C(Cc1coc(-c2ccc(F)cc2)n1)Nc1ccccc1
(6) CCOc1ccc(-c2nnc(SCC(=O)NCc3ccc(Cl)cc3)o2)cc1
(7) O=C(Nc1cc(N2CCOCC2)ncn1)NC1(C(F)(F)F)Oc2ccc(Cl)cc2O1 (stereo not drawn)
(8) CCc1nc(SCc2nc3ccccc3[nH]2)c2oc3ccccc3c2n1

compound no.,1,2,3,4,5,6,7,8
Tau fluor counter,-5.4%,-25.6%,1.6%,-28.0%,-2.1%,-4.1%,-11.4%,-29.6%
Tau fibril FP,-0.9%,-9.5%,1.8%,-12.4%,-2.5%,-9.6%,-5.0%,-8.2%
GAA inhib,2.1%,.,3.7%,.,-3.6%,.,4.8%,-3.1%
HTT ATP protect,8.1%[10 µM],.,-36.2%[inhibitor],-0.5%[10 µM],3.7%,.,-9.8%[10 µM],1.6%
aGal spleen mod,2.5%,.,7.9%,10.7%,5.5%,.,5.4%,-3.5%
aGlu spleen mod,-13.1%,.,7.4%,6.4%,-3.1%,.,3.2%,0.8%
GAA glycogen,3.5%,15.2%[76.3 µM],1.6%,-17.7%,-3.5%,2.5%[76.3 µM],11.1µM*,4.2%
Tau ThT inhib,-3.8%,?,-2.7%,?,-3.2%,5.1%,-23.7%,-17.4%

(9) O=C(N/N=C\c1cn[nH]c1-c1ccc(Cl)cc1)c1cccs1
(10) Cc1ccc(NC(=O)CCN2C(=O)c3ccncc3C2=O)cc1
(11) CCC1CCC/C1=N\NC(=O)CCC(=O)Nc1ccccc1Cl (stereo not drawn)
(12) S=C(Nc1ccccc1)N1N=C(c2cccs2)CC1c1cccs1 (stereo not drawn)
(13) Cc1ccc(NC(=O)C2CC(=O)N(Cc3ccco3)C2)cc1 (stereo not drawn)
(14) CCn1c(C(C)NC(=O)c2ccc(Cl)cc2)n[nH]c1=S (stereo not drawn)
(15) COc1ccc(CCNC(=O)CSc2nc3[nH]ncc3c(=O)[nH]2)cc1OC
(16) CN1C(=O)c2c(sc3c2CCCC3)NC1c1ccccc1O (stereo not drawn)

compound no.,9,10,11,12,13,14,15,16
Tau fluor counter,-5.0%,-2.5%,2.7%,-25.7%,-0.1%,-9.0%,-1.5%,?
Tau fibril FP,-0.3%,2.9%,-2.0%,-19.1%,?,-12.8%,-3.1%,-10.6%
GAA inhib,.,7.2%,-3.9%,.,.,-2.2%,-1.1%,0.7%
HTT ATP protect,-17.2%[10 µM],16.9%,28.2%[10 µM],3.3%[10 µM],0.6%[10 µM],-37.6%[inhibitor],-27.3%,-5.4%
aGal spleen mod,5.8%,0.3%,4.2%,2.3%,-5.6%,-4.1%,-5.2%,-0.8%
aGlu spleen mod,1.2%,-27.2%,9.5%,-2.1%,3.2%,-7.1%,.,5.4%
GAA glycogen,3.2%,-4.4%,2.3%,-9.9%,5.0%,-4.1%,1.0%,-12.9%
Tau ThT inhib,.,-3.4%,1.4%,-3.9%,2.3%,-4.7%,-2.6%,?

# Next section, starting with the last 3 of the part before.
(14) CCn1c(C(C)NC(=O)c2ccc(Cl)cc2)n[nH]c1=S (stereo not drawn)
(15) COc1ccc(CCNC(=O)CSc2nc3[nH]ncc3c(=O)[nH]2)cc1OC
(16) CN1C(=O)c2c(sc3c2CCCC3)NC1c1ccccc1O (stereo not drawn)
(17) COc1ccccc1NC(=O)C(=O)N(c1cccnc1)C(C(=O)NC(C)(C)C)c1ccccc1F (stereo not drawn)
(18) O=C(NNC(=O)c1ccccc1[N+](=O)[O-])c1ccccc1[N+](=O)[O-]
(19) Cc1sc2nc(SC(C)C)nc(N)c2c1C
(20) CCOc1ccccc1NC(=O)c1nnn(CC(=O)Nc2ccccc2CC)c1N
(21) O=C(CSc1nnc(C2COc3ccccc3O2)o1)N1CCCCC1 (stereo not drawn)
(22) CCCCc1nc2cc(Cl)ccc2o1
(23) CC(=O)Nc1sc2c(c1C(N)=O)CCN(Cc1ccccc1)C2
(24) Nc1ncnc2c1nc(Br)n2C1CC(O)C(CO)O1 (stereo not drawn)

compound no.,14,15,16,17,18,19,20,21,22,23,24
Tau fluor counter,-9.0%,-1.5%,?,-7.0%,8.5%,-1.6%,-20.4%,-12.3%,2.6%,.,-5.8%
Tau fibril FP,-12.8%,-3.1%,-10.6%,-3.7%,2.8%,-0.7%,?,4.3%,5.0%,.,1.8%
GAA inhib,-2.2%,-1.1%,0.7%,-1.8%,6.8%,-1.5%,.,-4.8%,2.7%,.,.
HTT ATP protect,-37.6%[inhibitor],-27.3%,-5.4%,0.4%[10 µM],-20.1%,-15.8%,.,-15.8%,-2.3%,0.0%[10 µM],.
aGal spleen mod,-4.1%,-5.2%,-0.8%,-1.5%,3.9%,10.0%,.,6.9%,-0.4%,9.2%,3.7%
aGlu spleen mod,-7.1%,.,5.4%,-5.0%,0.9%,3.1%,.,-16.2%,-2.5%,2.0%,-7.0%
GAA glycogen,-4.1%,1.0%,-12.9%,0.8%,-5.7%,-4.2%,16.1%[76.3 µM],-14.9%,10.6%,-3.2%,.
Tau ThT inhib,-4.7%,-2.6%,?,-2.5%,1.0%,-10.1%,-8.1%,?,-8.2%,.,-8.7%

(25) Cc1cc(C(=O)Nc2cccc3ccccc23)n(-c2ccccc2)n1
(26) NS(=O)(=O)c1ccc(NC(=O)CSC2CCCCC2)cc1
(27) O=C(COc1ncnc2ccccc12)N1CCN(c2ccccc2)CC1
(28) O=C(CCN1C(=O)C2C3C=CC(C3)C2C1=O)Nc1nccs1 (stereo not drawn)
(29) CCCCNC(=O)CN(CCc1ccccc1)S(C)(=O)=O
(30) CCOC(=O)C1/C(=N\O)CC(C)(O)C(C(=O)OCC)C1c1ccc(N(C)C)cc1 (stereo not drawn)
(31) COc1ccc(CN=C(Nc2ccccc2)SC2CC(=O)NC2=O)cc1 (stereo not drawn)
(32) Cc1cc(=O)oc2cc(OCC(=O)N/N=C/c3ccccc3[N+](=O)[O-])ccc12

compound no.,25,26,27,28,29,30,31,32
Tau fluor counter,-14.7%,-3.3%,3.1%,6.8%,-13.4%,-19.5%,-63.0%,-28.2%
Tau fibril FP,-1.5%,-0.6%,-5.7%,1.0%,-5.6%,-2.4%,-4.4%[2.34 µM],4.2%
GAA inhib,0.2%,1.6%,-14.9%,5.9%,-2.4%,-6.6%,9.7%,-1.6%
HTT ATP protect,-22.4%,3.4%[10 µM],-15.0%,-1.3%[10 µM],4.8%,0.5%,34.1%[10 µM],-20.7%[10 µM]
aGal spleen mod,-2.7%,-3.2%,3.0%,-0.3%,-0.6%,7.1%,-3.6%,3.3%
aGlu spleen mod,-1.5%,-2.9%,-1.1%,-6.7%,-1.3%,2.7%,0.0%,-4.2%
GAA glycogen,5.2%,0.0%,3.5%,3.0%,0.9%,-18.7%,-13.5%,-6.3%
Tau ThT inhib,-8.6%,-8.5%,2.1%,5.4%,-8.3%,?,10µM*,?

(33) CC(C)c1nc2sc(C(=O)O)c(N)c2c2c1CCCC2
(34) Cc1cc(C)c(S(=O)(=O)N(C2=NCCS2)S(=O)(=O)c2c(C)cc(C)cc2C)c(C)c1
(35) c1ccc(-c2nc3ccccc3nc2-c2ccccn2)nc1
(36) COc1ccc(CC(=O)N/N=C/C=C/c2cccc([N+](=O)[O-])c2)cc1OC
(37) COc1ccc(C(C)=O)cc1CSCC(=O)O
(38) O=C1CSC(c2cn(-c3ccccc3)nc2-c2ccccc2)N1Cc1ccco1 (stereo not drawn)
(39) O=C/C(=C\Nc1ccc(S(=O)(=O)CCO)cc1)c1nc2cc(Cl)ccc2o1
(40) COc1ccc(NC(=O)Nc2nc3c(s2)CCCC3)cc1

compound no.,33,34,35,36,37,38,39,40
Tau fluor counter,3.0%,-18.9%,-6.9%,-29.3%,3.1%,8.1%,-14.5%,17.8µM*[quencher]
Tau fibril FP,-4.2%,-18.2%,-4.6%,-4.4%,2.0%,12.2%,3.2%,5.4%
GAA inhib,.,-5.1%,-5.8%,-6.3%[15.4 µM],-7.8%,1.1%,-1.0%,8.1%
HTT ATP protect,1.0%[10 µM],7.0%[1.9 µM],-8.1%[0.074 µM],-0.6%[10 µM],.,-14.3%[10 µM],4.6%[10 µM],13.7%[10 µM]
aGal spleen mod,3.1%,-3.4%,0.4%,-5.2%,6.3%,18.1%,-0.9%,5.2%
aGlu spleen mod,3.7%,-5.7%,-5.1%,4.6%,-6.9%,15.6%,-5.5%,-0.2%
GAA glycogen,-9.6%,-6.1%,13.0%,-2.3%,-1.0%,-17.7%,-8.7%,-10.4%
Tau ThT inhib,-8.3%,-9.3%,-5.6%,?,3.9%,3.3%,?,?

(41) O=c1oc2ccccc2c(Nc2ccccc2)c1CN1CCCCC1
(42) Cc1ccc(-n2nnc3c(=O)n(CC(=O)NCc4ccco4)cnc32)cc1
(43) CC(C)c1ccc(C2NC(=O)NC3=C2CCc2ccccc23)cc1 (stereo not drawn)
(44) CC(=O)NC1=NN(C(C)=O)C(C)(CCS(=O)(=O)c2ccc(Cl)c(Cl)c2)S1 (stereo not drawn)
(45) CCOc1ccccc1C(=O)Nc1cc2c(cc1N1CCCCC1)n(C)c(=O)n2C

compound no.,41,42,43,44,45
Tau fluor counter,6.8%,-8.0%,-13.3%,-0.1%,-12.6%
Tau fibril FP,-5.2%,3.5%,-6.3%,5.8%,0.6%
GAA inhib,.,0.2%,?,-1.8%,.
HTT ATP protect,12.1%[10 µM],-17.9%,-24.3%,27.7%[10 µM],.
aGal spleen mod,-2.5%,-1.8%,9.2%,7.4%,.
aGlu spleen mod,2.4%,1.7%,-0.6%,-2.2%,.
GAA glycogen,-1.3%,9.3%,-11.4%,11.5%,-8.8%[76.3 µM]
Tau ThT inhib,.,-9.6%,?,3.3%,?

# This is a random part of the collection; overall some 3.3% were active at least once.
